Source: PubChem BioAssay (Sanford-Burnham Center for Chemical Genomics)
TAG inh: inhibitors of triacylglycerol accumulation; inhibition, % at 12.5 µM; H9c2 cells, Nile Red lipid (TAG) fluorescence; cells loaded with 200 µM oleic acid; 230,000 compounds, 0.66% hits;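 active means pattern-corrected inhibition of lipid staining of at least 50% with the nuclear-stain viability signal not falling by more than 50%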;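 further: 0% = DMSO wells and 100% = triacsin C control wells; some results filed as inactive read as strong as hits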
TAG inh DAPI viability: second read-out of TAG inh, no call of its own (marks repeat the call); DAPI nuclei signal change (viability), lower = more cytotoxic, %;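 whole-well DAPI fluorescence read on a plate reader as a viability signal; minus 50 percent equals half of cells still viable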
An asterisk follows results filed as active.

structure	TAG inh	TAG inh DAPI viability
O=C(CCC(=O)OCCCC(F)(F)C(F)(F)F)Nc1ccc(Cl)cc1Cl	-9.0	4.5
COc1ccccc1Nc1nc(-c2cccnc2)cs1	-9.5	5.6
CC(C)CC(CO)N1CCN(C(=O)c2ccc(C(C)(C)C)cc2)CCC1=O (stereo not drawn)	-15.3	0.0
CCOc1ccccc1NC(=O)C1CCCN(S(=O)(=O)c2ccc3c(c2)CCCN3C(C)=O)C1 (stereo not drawn)	-6.9	0.1
O=C(N(c1ccccc1)c1ccccc1)N(c1ccccc1)c1ccccc1	2.1	-7.2
O=C(NNC1=NS(=O)(=O)c2ccccc21)c1ccc(Cl)cc1	-0.7	-11.5
O=C(Nc1cccc(C(=O)N2CCCC2)c1)C1CCCCC1	-10.8	14.1
Cc1ccc(S(=O)(=O)N[C@H](C(=O)NC2CCC(C)CC2)C(C)C)cc1 (stereo partly drawn)	-12.0	-2.8
O=C(Nc1cccc(Oc2ccc(C(=O)O)c(C(=O)O)c2)c1)c1ccc(-c2ccccc2)cc1	-13.1	-2.2
Cc1c(NC(=O)c2cccs2)cccc1[N+](=O)[O-]	18.3	-2.2
Cc1cccc(-c2noc(-c3csc([C@@H]4C[C@H](O)[C@@H](CO)O4)n3)n2)c1	9.4	-7.8
CC(C(=O)Nc1ccc(S(=O)(=O)N2CCCC2)cc1)N1CCN(c2ccccc2O)CC1 (stereo not drawn)	0.6	1.5
CC[C@H](C)[C@@H](C(=O)N1CCNCC1)n1cc([C@@H](N)CC(C)C)nn1	15.7	-3.1
O=C(O)c1ccc(NC(=O)c2cn(-c3ccccc3)nc2-c2ccc(F)cc2)cc1	10.3	1.0
Cc1ccc(-n2nnnc2CNC(=O)C2CC(=O)N(c3ccc(F)cc3)C2)cc1C (stereo not drawn)	1.5	-1.5
COC(=O)N1CCCc2cc(C)ccc21	3.5	-7.0
CCOc1ccc(-c2cn3ccccc3n2)cc1[N+](=O)[O-]	3.8	-0.3
Cc1ccc(S(=O)(=O)N2CCCCC2)cc1C(=O)N(CCc1ccccc1)Cc1ccccc1	-5.6	-9.2
O=C(COC(=O)COc1ccccc1F)Nc1ccc(Cl)cn1	7.4	7.1
Cc1ccccc1Nc1nc(Cl)nc(NC(C)(C)C)n1	-10.3	11.2
Cc1ccc([C@H]2N[C@]3(CCCN(Cc4cccn4C)C3=O)[C@H]3C(=O)N(C)C(=O)[C@@H]23)cc1	5.2	13.5
COc1cc(/C=C/C(=O)c2cccc([N+](=O)[O-])c2)cc(OC)c1OC	1.2	9.5
CC(=O)c1ccc(NS(=O)(=O)c2ccc([N+](=O)[O-])cc2)cc1	-5.5	2.2
O=C(c1ccccc1)c1ccc2nc(-c3ccco3)c(-c3ccco3)nc2c1	-2.2	11.4
CN(NC1OC(=O)c2ccccc21)c1ncc(Cl)cc1C(F)(F)F (stereo not drawn)	2.5	7.0
COc1ccc(N(Cc2ccccc2)N=O)cc1	1.2	-2.9
O=S(=O)(c1cnccc1N1CCN(CCO)CC1)N1CCCCC1	-1.1	-0.4
Cc1ccc(S(=O)(=O)N2C[C@H]3[C@H]4C(=O)N(c5ccccc5)C(=O)[C@H]4C[C@H](OC(=O)Nc4c(C)noc4C)[C@@]3(O)C2)cc1	1.0	7.1
O=C(C1=C(O)C(=O)N(Cc2ccco2)C1c1cccnc1)c1cc2ccccc2o1 (stereo not drawn)	1.2	6.0
Cc1cc(NC(=O)CSc2nnc(-c3ccccc3)c(-c3ccccc3)n2)no1	6.4	-14.3
O=c1[nH]cnc2sc3c(c12)CCCC3	9.7	-8.8
CSc1ccccc1NC(=O)c1cccc(S(=O)(=O)N2CCN(C)CC2)c1	2.8	2.6
Cc1ccc(C(=S)N2CCCCCC2)cc1	-1.8	-9.5
Cc1cc(C)n2ncc(C(=O)O)c2n1	15.2	-17.5
O=[N+]([O-])c1ccc2nc(-c3ccccc3)oc2c1	-0.9	-5.3
CCc1cc2ccc(C)cc2nc1SCC(=O)Nc1c[nH]c(=O)[nH]c1=O	4.6	1.1
COc1ccc(/C(O)=C2/C(=O)C(=O)N(Cc3cccnc3)C2c2ccncc2)cc1F (stereo not drawn)	-10.9	-1.1
O=C(Cn1cnc2cc([N+](=O)[O-])ccc2c1=O)NCc1ccc(Cl)cc1	0.7	-0.8
O=C1CN(C(=O)COC(=O)CCC(=O)c2ccc(F)cc2)c2ccccc2N1	6.6	-4.1
CC(C)CC1(C)CNC(=O)NC1	-1.7	-5.9

Three compounds already listed, arranged by SMILES length, smallest number first.
structure	TAG inh	TAG inh DAPI viability
CC(C)CC1(C)CNC(=O)NC1	-1.7	-5.9
CC(=O)c1ccc(NS(=O)(=O)c2ccc([N+](=O)[O-])cc2)cc1	-5.5	2.2
COc1ccc(/C(O)=C2/C(=O)C(=O)N(Cc3cccnc3)C2c2ccncc2)cc1F (stereo not drawn)	-10.9	-1.1

More structures follow:
structure	TAG inh	TAG inh DAPI viability
Cc1ccc(S(=O)(=O)NC2CCCC(C(=O)O)C2)cc1 (stereo not drawn)	-2.1	-0.3
O=C(COC(=O)C1(c2ccc(Cl)cc2)CCCC1)N1CCc2ccccc21	-25.4	5.9
O=C(CSc1nc(NS(=O)(=O)c2ccccc2)cc(=O)[nH]1)Nc1ccc(F)cc1	1.0	-9.7
Brc1ccc2ncc3ccccc3c2c1	2.4	-3.3
Cc1ccc(NCCC(=O)c2cccs2)cc1Cl	-8.6	18.9
Cc1ccccc1-c1nc(CS(=O)(=O)CC(=O)Nc2cc(F)ccc2F)c(C)o1	8.3	-7.2
CCCCN(CCCC)c1nc(OC)nc(-n2nnc(C(C)=O)c2C)n1	4.6	-4.1
CCCN(CC(=O)Nc1cccc(S(N)(=O)=O)c1)CC(=O)Nc1ccc(F)c(F)c1F	-6.6	18.4
CCN(CC)S(=O)(=O)c1ccc(/C=C/C(=O)OCC(=O)NC(=O)C2COc3ccccc3O2)cc1 (stereo not drawn)	-21.4	-4.9
COc1cccc(OC)c1OCCNCC1CSc2ccccc2O1 (stereo not drawn)	-14.9	6.3
CC12CCC(=O)N1C(C(=O)Nc1nc(-c3ccc(F)cc3)cs1)CS2 (stereo not drawn)	21.5	-4.8
CC(CCc1ccccc1)NC(=O)C1CCN(c2nnc(-n3cccc3)s2)CC1 (stereo not drawn)	-4.9	0.9
COc1ccc(CN2CCc3ccc(NC(=O)c4ccncc4)cc3C2)c(F)c1	-21.8	8.1
O=C(C1CCC1)N1CCN(c2ccc(C(F)(F)F)cc2[N+](=O)[O-])CC1	6.4	-3.5
CC(C)OC(=O)C1C(=O)CC(C)(O)C(C(=O)OC(C)C)C1c1ccc([N+](=O)[O-])cc1 (stereo not drawn)	-3.5	-4.1
O=C(Nc1cnc2ccccc2c1)N1CCOCC1	-2.4	-12.9
CCN(C(=O)CCN1C(=O)c2ccccc2S1(=O)=O)c1ccccc1	9.5	-2.0
CC(=O)N1CCCN(Cc2cn(-c3cccc(C)c3)nc2-c2cccc(F)c2)CC1	6.9	0.7
Cn1c(=O)c2cc(NC(=O)Cc3ccccc3F)ccc2n1Cc1ccc(Cl)cc1	-15.3	30.4
O=C(CSc1nnc(-c2cccs2)o1)N1CCCCC1	-8.1	3.5

Look-ups from above:
`Cc1cc(C)n2ncc(C(=O)O)c2n1` in TAG inh DAPI viability has -17.5
`Cc1ccc(S(=O)(=O)NC2CCCC(C(=O)O)C2)cc1` (stereo not drawn) in TAG inh has -2.1
`CC(C(=O)Nc1ccc(S(=O)(=O)N2CCCC2)cc1)N1CCN(c2ccccc2O)CC1` (stereo not drawn) in TAG inh has 0.6

Additional entries:
structure	TAG inh	TAG inh DAPI viability
Cc1ccccc1NC(=O)COC(=O)CCc1nc2ccccc2c(=O)[nH]1	-2.3	2.4
O=C1CC(c2ccc(F)cc2)Sc2ccccc2N1 (stereo not drawn)	-15.8	19.2
Cc1ccsc1/C=N/n1c(-c2cc(-c3ccccc3)n[nH]2)n[nH]c1=S	7.0	5.6
COn1c(SCc2cccnc2)nc2ccccc2c1=O	-18.2	0.4
CCN(c1ccccc1)S(=O)(=O)c1nnc(NC(=O)c2ccccc2OC)s1	0.9	-0.9
N#C/C(=C\c1ccc(O)c(O)c1)C(=O)NCCCc1ccccc1	8.2	-25.4
COc1ccc(C)cc1NC(=O)c1ccc(CN2CCc3ccccc3C2)cc1	0.4	3.6
CCN(CC)C(=O)c1[nH]cnc1C(=O)NCc1ccc(CNC(=O)OC(C)(C)C)cc1	1.5	-7.6
O=C(O)c1cnc2[nH]c3ccccc3n2c1=O	0.4	-3.3
O=C(O)c1ccc(/C=N/n2cc(-c3ccccc3)[nH]c2=S)cc1	-2.6	1.3
Cc1ccc(CN2CCN(Cc3cnn(-c4ccc(Cl)cc4)c3)CC2CCO)o1 (stereo not drawn)	3.2	22.4
O=C(NCc1n[nH]c(=S)n1-c1ccc(Br)cc1)c1ccc(S(=O)(=O)N2CCCC2)cc1	-16.9	8.6
CC1=C(C(=O)Nc2ccccc2Cl)C(c2ccc(N(C)C)cc2)NC(=O)N1 (stereo not drawn)	2.0	-6.5
Cc1ccc2sc(NC(=O)CN3C(=O)CCC3=O)nc2c1C	13.9	-5.9
O=C(CN1C(=O)CSc2ncccc21)NCCN1CCOCC1	-3.8	0.7
Cn1cnnc1SCC(=O)Nc1ccc(OCc2ccccc2)cc1	8.5	2.7
Cc1cccc(C(=O)NC(=S)NNC(=O)c2cccs2)c1	6.3	-1.1
Cc1nc2cc(C(F)(F)F)ccc2n1C1CCN(CC(=O)NC(C)(C)C)CC1	4.7	7.3
CC(=O)Nc1ccc(NC(=O)C2CCN(S(C)(=O)=O)CC2)cc1	-2.7	-1.9
O=C(C(=O)N1CCOCC1)c1c[nH]c2ccccc12	9.4	-3.1
O=C(c1cc(-c2ccccc2Cl)nc2ccccc12)N1CCN(c2ccccc2O)CC1	-2.3	-3.8
O=C(Nc1ccc(N2CCOCC2)cc1)C1CC1	-11.2	1.4
O=c1cc(O)c2sc3nc(-c4ccccc4)cc(C(F)(F)F)c3c2[nH]1	1.4	15.6
CCN(C(=O)CSc1ncnc2c1cnn2-c1ccccc1)C1CCS(=O)(=O)C1 (stereo not drawn)	11.4	9.1
O=C1C2CCCN2C(c2ccc(Br)cc2)N1c1ccc(F)cc1 (stereo not drawn)	5.9	9.4
O=C(CN1CCN(C(=O)c2cc(C3CC3)nn2-c2ccccc2)CC1)Nc1ccc(F)cc1	15.6	-13.9
CCCc1cc(Nc2ccccc2OCC)n2ncnc2n1	21.2	-4.9
COc1ccc(N2CCN(C(=O)c3ccc(CS(=O)(=O)c4ccccc4C)o3)CC2)cc1	10.5	-11.8
Cc1oc(-c2nc3ccccc3n2C)cc1C(=O)c1ccccc1	7.9	-8.9
CCCCN(C(=O)c1cc2c(s1)CCC2)c1c(N)n(CCCC)c(=O)[nH]c1=O	-10.4	-3.4
COc1cccc(CC(=O)OC(C)C(=O)NCc2ccc3c(c2)OCO3)c1 (stereo not drawn)	1.8	6.9
CCOc1ccc(-c2cc(C(=O)NN=C3CCN(C)CC3)[nH]n2)cc1	3.4	-7.2
NS(=O)(=O)c1ccc(NNC(=O)c2ccc(F)cc2F)cc1	19.2	-1.1
CCOC(=O)c1c[nH]c2c(Cl)ccc(Cl)c2c1=O	-2.0	3.5
Cc1ccc(NC(=O)CSc2nnc(COc3ccccc3F)n2N)cc1S(=O)(=O)N1CCOCC1	-2.1	-1.3
CCN(CC)CCn1c(NCc2ccc(C)o2)nc2ccccc21	-23.8	13.4

Among those listed so far, 22 contain fluorine:
structure	TAG inh	TAG inh DAPI viability
O=C(CCC(=O)OCCCC(F)(F)C(F)(F)F)Nc1ccc(Cl)cc1Cl	-9.0	4.5
O=C(O)c1ccc(NC(=O)c2cn(-c3ccccc3)nc2-c2ccc(F)cc2)cc1	10.3	1.0
Cc1ccc(-n2nnnc2CNC(=O)C2CC(=O)N(c3ccc(F)cc3)C2)cc1C (stereo not drawn)	1.5	-1.5
O=C(COC(=O)COc1ccccc1F)Nc1ccc(Cl)cn1	7.4	7.1
CN(NC1OC(=O)c2ccccc21)c1ncc(Cl)cc1C(F)(F)F (stereo not drawn)	2.5	7.0
COc1ccc(/C(O)=C2/C(=O)C(=O)N(Cc3cccnc3)C2c2ccncc2)cc1F (stereo not drawn)	-10.9	-1.1
O=C1CN(C(=O)COC(=O)CCC(=O)c2ccc(F)cc2)c2ccccc2N1	6.6	-4.1
O=C(CSc1nc(NS(=O)(=O)c2ccccc2)cc(=O)[nH]1)Nc1ccc(F)cc1	1.0	-9.7
Cc1ccccc1-c1nc(CS(=O)(=O)CC(=O)Nc2cc(F)ccc2F)c(C)o1	8.3	-7.2
CCCN(CC(=O)Nc1cccc(S(N)(=O)=O)c1)CC(=O)Nc1ccc(F)c(F)c1F	-6.6	18.4
CC12CCC(=O)N1C(C(=O)Nc1nc(-c3ccc(F)cc3)cs1)CS2 (stereo not drawn)	21.5	-4.8
COc1ccc(CN2CCc3ccc(NC(=O)c4ccncc4)cc3C2)c(F)c1	-21.8	8.1
O=C(C1CCC1)N1CCN(c2ccc(C(F)(F)F)cc2[N+](=O)[O-])CC1	6.4	-3.5
CC(=O)N1CCCN(Cc2cn(-c3cccc(C)c3)nc2-c2cccc(F)c2)CC1	6.9	0.7
Cn1c(=O)c2cc(NC(=O)Cc3ccccc3F)ccc2n1Cc1ccc(Cl)cc1	-15.3	30.4
O=C1CC(c2ccc(F)cc2)Sc2ccccc2N1 (stereo not drawn)	-15.8	19.2
Cc1nc2cc(C(F)(F)F)ccc2n1C1CCN(CC(=O)NC(C)(C)C)CC1	4.7	7.3
O=c1cc(O)c2sc3nc(-c4ccccc4)cc(C(F)(F)F)c3c2[nH]1	1.4	15.6
O=C1C2CCCN2C(c2ccc(Br)cc2)N1c1ccc(F)cc1 (stereo not drawn)	5.9	9.4
O=C(CN1CCN(C(=O)c2cc(C3CC3)nn2-c2ccccc2)CC1)Nc1ccc(F)cc1	15.6	-13.9
NS(=O)(=O)c1ccc(NNC(=O)c2ccc(F)cc2F)cc1	19.2	-1.1
Cc1ccc(NC(=O)CSc2nnc(COc3ccccc3F)n2N)cc1S(=O)(=O)N1CCOCC1	-2.1	-1.3

These rows are one share of the data; rates above refer to the full screens.
